# PL biosyn Enam – animal cell phospholipid biosynthesis inhibition, Enamine screen; ZR-82 CHO cells, pyrene fatty acid UV survival, CellTiter Blue; peroxisome-deficient CHO-K1 mutant line; plus DGAT-1, DGAT-2 and ACAT inhibitors; calls only at 10 µM; hit rate 0.4% among 20,000;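 active means cell survival signal 2 SD away from solvent-only control wells, confirmed on one or two retests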;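 further: 3 h compound exposure then viability read about one day after UV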
# Calls only; i = inactive; + = active, no number. An excerpt; the hit share may differ from the screen's.
SMILES,PL biosyn Enam
O=c1[nH]nc(N=Nc2c3[nH]c4ccccc4nc-3c3ccccc23)c(=O)[nH]1,i
COc1cc(NC2=NS(=O)(=O)c3ccccc32)c(OC)cc1Cl,i
O=[N+]([O-])c1ccc2[nH]c(O)c(N=Nc3nc(C(Cl)(Cl)Cl)nc4ccccc34)c2c1,i
c1ccc2oc(SCc3nc4ccccc4s3)nc2c1,i
CC(C)CNC(N)=O,i
CN(C)c1ccc(/C=C2\CCC(C3=CCCC3)=C2N2CCOCC2)cc1,i
CC1=C/C(=N\NC(=O)C(=O)N/N=C2\C=C(C)CC2)CC1,i
O=S(=O)(Nc1ccc2nc(N3CCOCC3)sc2c1)c1ccc(Cl)s1,i
O=S(=O)(NC(=S)NC1CCCCC1)c1ccc(Br)cc1,i
C=CCOc1ccc(S(=O)(=O)c2ccc(O)cc2)cc1,i
COC(=O)c1sc(N)c(C(=O)OC)c1CSc1nnc(C2CC2)n1Cc1ccco1,i
Clc1ccc(Oc2nnc(-c3cccc4ccccc34)c3ccccc23)c(Cl)c1,i
COCCNC(=S)N/N=C/C1CCCCC1,i
C=CCN1C(=S)N(c2ccccc2)C2CS(=O)(=O)CC21 (stereo not drawn),i
CC(C)CN(CC(C)C)C(=O)Cn1cc([N+](=O)[O-])ccc1=O,i
c1cnc(SCc2cn3ccsc3n2)nc1,i
CSC(=NS(=O)(=O)c1cccs1)Nc1ccc(F)cc1,i
O=[N+]([O-])c1cccc2ccc(/C=C/c3ccc(Br)s3)nc12,i
Cc1sc2ncn(Cc3cc(=O)n4ccsc4n3)c(=O)c2c1C,i
c1coc(-c2nc(-c3ccncc3)no2)c1,i
C(=N\n1cnnc1)/c1ccc(OC2OCCOC2Oc2ccc(/C=N/n3cnnc3)cc2)cc1 (stereo not drawn),i
COc1ccc(-c2[nH]c(=S)[nH]c2-c2ccc(OC)cc2)cc1,i
Cc1noc(C)c1C(=O)OCc1cc(=O)n2ccsc2n1,i
O=c1c2ccccc2c(C=NN(c2ccccc2)c2ccccc2)c(O)n1-c1ccccc1,i
O=C(OCC(=O)N1CCNC1=O)C1CCCCC1,i
SMILES,PL biosyn Enam
OC(CSc1ccc(Cl)cc1)CN1CCOCC1 (stereo not drawn),i
CCN(CC)S(=O)(=O)c1ccc(N=Nc2c(O)[nH]c3c(C)cc(C)cc23)nc1,i
CCCCn1c(=O)[nH]c(=O)c2c1nc(COC(=O)/C=C/c1ccc(Br)o1)n2CCC,i
COc1ccc(-c2nnn(Cc3cc(Cl)c4c(c3)OCCO4)n2)cc1OC,i
CCN1CCN(C(=NC2(C(Cl)(Cl)Cl)Oc3ccccc3O2)C(F)(F)F)CC1,i
CN1/C(=C2\C=NN(c3ccccc3)P2(=N)N2CCCC2)C(C)(C)c2ccccc21 (stereo not drawn),i
Oc1c(C(c2ccccn2)N2CCCC2)cc(Cl)c2cccnc12 (stereo not drawn),i
Clc1ccc2noc(-c3ccccc3)c2c1,i
CC(C)(C)N=C1NN=C(c2ccc(F)c(F)c2)CS1,i
CC1CCC(=NNC(=S)NCC2CCCO2)CC1 (stereo not drawn),i
O=[N+]([O-])c1ccc2oc(=S)[nH]c2c1,i
S=c1n(CN2CCN(c3ncccn3)CC2)c2ccccc2n1-c1ccccc1,i
CCN1/C(=C/C=C/c2oc3ccc(-c4ccccc4)cc3[n+]2CC)Oc2ccc(-c3ccccc3)cc21,i
C(=C1/CCc2cnn(-c3ccc4ccccc4c3)c21)/c1ccccc1,i
Cc1nc2ccc(N)cc2s1,i
S=c1[nH]nc(-c2ccccc2)n1/N=C/c1ccc(Br)s1,i
Clc1ccccc1C1Oc2ccccc2C2CC(c3ccc4c(c3)OCCO4)=NN21 (stereo not drawn),i
O=C(NCCCCNC(=O)c1ccc(Br)s1)c1ccc(Br)s1,i
Cc1cc(C(=O)CSc2nnc(-c3cccs3)o2)c(C)n1C1CC1,i
O=P1(N/N=C/c2ccc(O)cc2)C=C(c2ccccc2)OC(c2ccccc2)=C1,i
O=P(O)(O)C(F)(F)C(F)(F)C(F)(F)F,i
COCCOC(=O)C1=C(C)NC(=O)NC1c1sccc1C (stereo not drawn),i
O=C1Nc2c(Cl)cc(Cl)cc2/C1=N\N=C\c1ccc2c(c1)OCO2,i
CCCCNc1nnc(SCC(=O)c2c(N)n(CCC)c(=O)[nH]c2=O)s1,i
O=c1cc(CSc2nnnn2C2CCCC2)nc2sccn12,i
SMILES,PL biosyn Enam
Cc1ccc(C2=N/C(=C\c3cc(C)ccc3C)C(=O)O2)cc1,i
CC(C)CN(C(=O)CN1CCCCCC1)c1c(N)n(CC(C)C)c(=O)[nH]c1=O,i
O=C(CSc1nnc(Cc2cccs2)n1C1CC1)NC1CCCC1,i
O=S(=O)(c1ccc(Cl)s1)N1CCSc2ccccc21,i
Cc1cc(=O)[nH]c(SCCCCCCCCCCSc2nc(C)cc(=O)[nH]2)n1,i
CN1C(=O)N(CC(=O)O)C(=O)C12CCCCC2,i
O=[N+]([O-])c1ccc(N/N=C2/CCCC2=C2CCCC2)c([N+](=O)[O-])c1,i
C[n+]1cn(CCOc2ccccc2F)c2ccccc21,i
c1ccc2c(c1)CC/C(=N\Nc1nc3ccccc3s1)C2,i
CCC(=O)N(c1nnc(SCc2cc(-c3ccco3)on2)s1)C1CC1,i
O=S1(=O)CCN2C(=N1)Sc1ccc3ccccc3c12,i
C=CCn1c(SC(c2ccccc2)c2ccccc2)nnc1-c1ccccc1,i
O=C(O)CCCNc1ncnc2sc3c(c12)CCCC3,i
CC(=O)c1c(C)[nH]c(C(=O)CN2CCN(Cc3nc4sc(C)c(C)c4c(=O)[nH]3)CC2)c1C,i
CS(=O)(=O)c1ccc(-c2csc(-c3ccc(F)cc3)n2)cc1,i
Cn1nc(-c2nc3c4c5c(sc4[nH]c(=O)n3n2)CCC5)c2ccccc2c1=O,i
Cc1ccc(/C=c2\s/c(=C\C(=O)C(C)(C)C)n(Cc3cc(=O)n4ccsc4n3)c2=O)s1,i
Brc1ccc(-c2csc(N3CCCCC3)n2)s1,i
c1ccc2sc(SCC34CC5CC(CC(C5)C3)C4)nc2c1,i
CC(C)Cn1c(N)c(C(=O)COC(=O)CN2C(=O)NC3(CCCC3)C2=O)c(=O)n(C)c1=O,i
Cn1nnnc1SCc1ccc(F)cc1Cl,i
O=[N+]([O-])c1cc([N+](=O)[O-])c(NN(c2ccccc2)c2ccccc2)c([N+](=O)[O-])c1,i
O=C(CSc1nc2sc3c(c2c(=O)n1CC1CCCO1)CCC3)NNC(=O)c1ccco1 (stereo not drawn),i
Nc1ccc2nn(-c3cccc4ccccc34)nc2c1,i
O=C(/C(=N/N=C/c1ccccc1I)c1ccccc1)c1ccccc1,i

# Quoted at random: 8 records from the list, in no set order.
SMILES,PL biosyn Enam
OC(CSc1ccc(Cl)cc1)CN1CCOCC1 (stereo not drawn),i
Cc1nc2ccc(N)cc2s1,i
O=S(=O)(c1ccc(Cl)s1)N1CCSc2ccccc21,i
CCN1/C(=C/C=C/c2oc3ccc(-c4ccccc4)cc3[n+]2CC)Oc2ccc(-c3ccccc3)cc21,i
COC(=O)c1sc(N)c(C(=O)OC)c1CSc1nnc(C2CC2)n1Cc1ccco1,i
O=P1(N/N=C/c2ccc(O)cc2)C=C(c2ccccc2)OC(c2ccccc2)=C1,i
O=S(=O)(Nc1ccc2nc(N3CCOCC3)sc2c1)c1ccc(Cl)s1,i
CCC(=O)N(c1nnc(SCc2cc(-c3ccco3)on2)s1)C1CC1,i

# Further records follow:
SMILES,PL biosyn Enam
Nc1nnc(SCC(=O)c2ccc(Cl)s2)s1,i
C=CCn1c(SCC(=O)N(C)C)nc2sc3c(c2c1=O)CCC3,i
O=C(NCC1CC1(Cl)Cl)NC1CCCCC1 (stereo not drawn),i
O=S(=O)(c1ccc(N2CCN(S(=O)(=O)c3ccc4c(c3)CCC4)CC2)nc1)N1CCOCC1,i
O=C(N=C1N=C2C=CC(Br)=CN2Cc2ccccc21)c1cc2ccccc2oc1=O,i
C=CCn1c(-c2ccc(Cl)cc2)csc1=Nc1ccc(S(=O)(=O)O)cc1,i
CCOC(=O)C1=C(COC(=O)c2cccn2C)NC(=O)NC1CC (stereo not drawn),i
CC(C)Cn1c(N)c(C(=O)CSc2nccn2C)c(=O)n(C)c1=O,i
C(=C(c1nc2ccccc2s1)c1nc2ccccc2s1)c1ccccn1,i
S=c1[nH]nc(-c2cccs2)o1,i
Cn1c(COc2ccccc2O)[n+](C)c2ccccc21,i
O=S(=O)(c1ccc(Cl)c(Cl)c1)N1CCNCC1,i
NC(=O)CCS(=O)(=O)CCN1CCN(Cc2ccc(Cl)s2)CC1,i
C=CC[n+]1c(/C=C/c2ccc(N(C)C)cc2)ccc2ccccc21,i
CC1Cc2ccccc2N1P1(=O)C=C(c2ccccc2)OC(c2ccccc2)=C1 (stereo not drawn),i
FC(F)(F)c1cccc(N2CCC(N=Cc3ccc(Br)cc3)=N2)c1,i
Nc1cc(S(=O)(=O)N2CCCC2)ccc1O,i
Cc1noc(C)c1C(=O)OC(C)C(=O)NC1CCCC1 (stereo not drawn),i
O=C(CNC(=O)C1CCCCC1)Nc1nc(CC23CC4CC(CC(C4)C2)C3)cs1,i
CC(=O)c1c(C)[nH]c(C(=O)C(C)Sc2nnnn2C2CCCC2)c1C (stereo not drawn),i
O=C(O)/C=C/C(=O)N1CCN(C(=O)/C=C/C(=O)O)CC1,i
COc1ccc(/C=C/c2ccc3c(Cl)cc(Cl)c(O)c3n2)cc1,i
CC(C)Cn1c(N)c(C(=O)CSc2nnnn2C)c(=O)n(C)c1=O,i
O=C1CC/C(=N/Nc2nc3ccccc3s2)C1,i
O=S(=O)(NCCCn1ccc2ccccc21)c1ccc(S(=O)(=O)N2CCCC2)cc1,i
SMILES,PL biosyn Enam
O=C1C2C3C=CC(C3)C2C(=O)N1NC(=O)C12CC3CC(CC(C3)C1)C2 (stereo not drawn),i
CN(C)/C=N/n1c(P(c2ccccc2)c2ccccc2)nnc1P(c1ccccc1)c1ccccc1,i
Nc1ccc(-c2cn3ccsc3n2)cc1,i
O=c1c(Cl)cc(C(F)(F)F)cn1Cc1coc(-c2cccs2)n1,i
O=C(CC1OC(=O)c2ccccc21)NCc1nnc2ccccn12 (stereo not drawn),i
Oc1ccc(N=Nc2ccc3c(c2)OCO3)c2ccccc12,i
c1ccc(C2=NN(c3ccccc3)C(c3cn(-c4ccccc4)nc3-c3cccnc3)C2)cc1 (stereo not drawn),i
Cn1cnnc1SCc1ccc(Cl)c(Cl)c1,i
COc1cccc2c1OC(c1c(F)cccc1F)N1N=C(c3ccccc3)CC21 (stereo not drawn),i
Fc1cc2c(c(CSc3nc(-c4ccccc4)c(-c4ccccc4)o3)c1)OC(c1ccccc1)OC2 (stereo not drawn),i
Cc1cc(C)cc(-n2[nH]nnc2=S)c1,i
O=S(=O)(NNc1ccccn1)c1cccc(Cl)c1Cl,i
CC(=O)c1sc(-c2c(C)nc3sccn23)nc1C1CCCC1,i
Cc1cn2c(CO)c(C)nc2s1,i
Cc1cc2nc(/C=C/c3cc4c(cc3[N+](=O)[O-])OCO4)sc2cc1C,i
O=C(O)C1CCCN1 (stereo not drawn),i
CN/C=C/C(=O)C(F)(F)F,i
O=C(O)/C=C/c1cc([N+](=O)[O-])cc2c1OCOC2,i
CCOC(=O)c1c(NC(=S)Nn2c(SC)nnc(C(C)(C)C)c2=O)sc2c1CCCC2,i
N=C(N)N1CCN(S(=O)(=O)/C=C/c2ccccc2)CC1,i
O=S(=O)(Nc1nc2ccccc2nc1Nc1ccc2cn[nH]c2c1)c1cc(F)ccc1F,i
O=c1cc(CSc2nc3ccccc3s2)nc2ccc(Br)cn12,i
O=[N+]([O-])c1cc(OCCO)c(OCCO)cc1Br,i
Cc1ccc2nc(COC(=O)Cn3cc(C(F)(F)F)ccc3=O)cc(=O)n2c1,i
O=C(CO/N=C/c1ccco1)N1N=C2/C(=C/c3cccs3)CCCC2C1c1cccs1 (stereo not drawn),i
SMILES,PL biosyn Enam
Cc1cc(C2=[N+]([O-])C(C)(C)C(c3ccc(Cl)c(C)c3)=[N+]([O-])C2(C)C)ccc1Cl,i
Cc1cc(C(=O)NNC(=O)CN2C(=O)NC(C)(C)C2=O)c(C)o1,i
CC(=O)c1c(C)[nH]c(C(=O)C(C)Sc2nnc3n2CCCCC3)c1C (stereo not drawn),i
COc1ccc(S(=O)(=O)NC2CCS(=O)(=O)C2)cc1 (stereo not drawn),i
O=c1c(-c2ccc(OC3OC(CO)C(O)C(O)C3O)cc2)coc2cc(O)cc(O)c12 (stereo not drawn),i
O=c1c2ccccc2nnn1CN1c2cccc3cccc(c23)S1(=O)=O,i
CN(C)c1ccc(N=Nc2ccc([N+](=O)[O-])cc2C(F)(F)F)cc1,+
Oc1ccc(-c2[nH]ncc2Oc2ccc(-c3ccccc3)cc2)c(O)c1,i
CN(C)CCNS(=O)(=O)c1cccc2nsnc12,i
CCCCC1=NN2CCS(=O)(=O)N=C2S1,i
Cc1sc2ccccc2[n+]1C,i
O=[N+]([O-])c1ccccc1S(=O)(=O)n1cnc2ccccc21,i
CCCCCCCCCCCCS(=O)(=O)CC(C)C(N)=O (stereo not drawn),i
CCCc1cc(=O)[nH]c(SCC(=O)N2CCCC2=O)n1,i
O=S(=O)(NC1CCCCCC1)c1ccc(Cl)c(Cl)c1,i
CS(=O)(=O)c1ccc(Cl)c(Cl)c1,i
O=c1c(Cl)c(Cl)cnn1CCOc1ccc(Br)cc1,i

# Part of the list above in order of formula weight, lowest first:
SMILES,PL biosyn Enam
O=C(O)C1CCCN1 (stereo not drawn),i
O=C(O)/C=C/c1cc([N+](=O)[O-])cc2c1OCOC2,i
Cn1cnnc1SCc1ccc(Cl)c(Cl)c1,i
Cc1ccc(C2=N/C(=C\c3cc(C)ccc3C)C(=O)O2)cc1,i
c1ccc2sc(SCC34CC5CC(CC(C5)C3)C4)nc2c1,i
O=C1C2C3C=CC(C3)C2C(=O)N1NC(=O)C12CC3CC(CC(C3)C1)C2 (stereo not drawn),i
COc1ccc(/C=C/c2ccc3c(Cl)cc(Cl)c(O)c3n2)cc1,i
Cc1cc(C(=O)CSc2nnc(-c3cccs3)o2)c(C)n1C1CC1,i

# Of the compounds above, these have a tert-butyl group:
SMILES,PL biosyn Enam
CC(C)(C)N=C1NN=C(c2ccc(F)c(F)c2)CS1,i
Cc1ccc(/C=c2\s/c(=C\C(=O)C(C)(C)C)n(Cc3cc(=O)n4ccsc4n3)c2=O)s1,i
CCOC(=O)c1c(NC(=S)Nn2c(SC)nnc(C(C)(C)C)c2=O)sc2c1CCCC2,i
